# From PubChem
# bCat nuc transl: modulators of beta-catenin nuclear translocation, primary screen, imaging, HeLa cells, immunofluorescence, high-content | nuclear translocation activity, % at 5 µM | AID 1665, 2009 | 190,000 compounds, 0.3% hits;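 active = nuclear translocation activity above 50% at 5 µM, with a well cell count of 50 or more; inconclusive = wells under 50 cells across six images, flagged as toxic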;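 note: per-cell ratio of nuclear to cytoplasmic median beta-catenin stain intensity; plate controls were DMSO negative control for no effect and GSK-3 inhibitor IX positive control for full effect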
#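 Technique: fluorescence imaging of beta-catenin antibody stain plus DAPI / Material: human HeLa cell line / Incubation: compound treatment 24 h, 37°C, 5% CO2 / Read-out basis: % activation of per-cell nuclear versus cytoplasmic median beta-catenin signal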
# P. falciparum M17LAP: P. falciparum M17LAP inhibitors, primary screen, biochemical, fluorogenic H-Leu-NHMec substrate, 1536-well (AID 1619) | Leucine aminopeptidase (Plasmodium falciparum (isolate 3D7)) | recombinant M17LAP, H-Leu-NHMec fluorogenic kinetic assay; higher % means a stronger effect | inhibition, % at 30 µM; hits with a dose series show IC50 in µM | 220,000 compounds, 0.38% hits;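 active = compound inhibiting the enzyme by more than half at any dose during confirmatory dose-response retesting; inconclusive = strong single-dose inhibitors picked by rank but not retested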;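 note: plate controls were full reaction with DMSO carrier for no effect and no enzyme background for full effect; strong numbers were not always called active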
# Ins promoter up: insulin promoter activators in MIN6 cells, imaging, high-content screening, mouse beta cells; MIN6 insulin promoter-GFP reporter; stronger effect = higher value; z-score at 5 µM; 190,000 compounds, 0.3% hits; AID 1625, 2009;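 active = z-score above 3 at 5 µM with at least 500 cells counted in the well; inconclusive = wells under 500 cells, flagged as cytotoxic or low count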
# NOD1 inhibition: NOD1 signaling inhibitors, primary screen, cell-based, luminescence, uHTS (AID 1578) | NOD1-driven NF-kB luciferase reporter cells, luminescence; higher % means a stronger effect | inhibition, % at 4 µM; hits with a dose series show EC50 in µM | 290,000 compounds, 1% hits; in the data active = inhibition mostly above about 36%, no sharp cut-off; inactive = mostly below about 34%;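 note: HEK-293T reporter cells stimulated with the NOD1 agonist gamma-tri-DAP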
# Autophagy HCS: autophagy modulators in MEF cells, primary screen, imaging, high-content, MEF GFP-LC3 | calls only at 10 µM (by protocol) | 190,000 compounds, 0.98% hits | MEF GFP-LC3 puncta imaging; test concentration mostly 10 µM;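 active = percentage of spot-positive cells more than 3 SD above its plate mean, without a fluorescence outlier flag or 80% toxicity; inconclusive = no clear call, values can overlap the other calls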;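 note: spot-positive cell cutoff set from DMSO-treated cells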
# Dynein cargo inh: inhibitors of GR-EGFP nuclear translocation, primary screen, dynein cargo transport inhibitor project, imaging, high-content, 3617.4 mouse cells | test concentration mostly 20 µM; stimulated with dexamethasone, 1 µM; stronger effect = lower value | z-score, hits read low | 220,000 compounds, 0.47% hits;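 active = plate z-score of nuclear minus cytoplasmic receptor signal below a set negative limit, without overly bright fluorescence or cell loss, cut at about -3.5 in these data, passing the limit was not always enough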;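 note: z-score of nuclear minus cytoplasmic ring GR-EGFP intensity difference per well; some compounds called inactive have numbers as strong as hits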
#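 Buffer or medium – tet-free medium with charcoal-stripped serum · Signal – automated 10x imaging of fixed Hoechst-stained cells · Also added – dexamethasone agonist, 1.0 µM final, for 30 min · Incubation – induction 48 h, compound 1 h, agonist 30 min · Read-out – GR-EGFP nuclear translocation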
# MT stabilizer: microtubule stabilizers in HeLa cells, primary screen, imaging, high-content imaging. HeLa tubulin immunostaining HCS, 24 h; share of cells brighter than vehicle mean+2SD. % tubulin-high responders, % at 10 µM. 200,000 compounds, 0.83% hits;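 active = plate Z-score above 3 for both tubulin-high and condensed-nucleus cell shares, with cell loss under 80%, at 10 µM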;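 note: anti alpha tubulin signal scored within the nucleus-defined area of each cell; some results filed as inactive read as strong as hits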
# Yfh1-off respiration: enhancers of respiration in Yfh1-depleted yeast, dose response, Friedreich's ataxia, plus single-dose screen (AID 1465); S. cerevisiae Yfh1-off respiration, WST-1 reduction, 72 h; higher fold induction means a stronger effect; one-dose fold induction at 50 µM; EC50 in µM for titrated hits; 220,000 compounds, 0.074% hits;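 active = fold induction of absorbance versus untreated yeast above a set limit, then at least 30% activation at any dose in follow-up; inconclusive = repeats straddling the limit, or above it without dose testing; inactive = fold induction below the set limit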;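 note: activators that raise dye reduction in frataxin-depleted yeast; strong numbers were not always called active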
# NOD2 inhibition: NOD2 signaling inhibitors, cell-based, luminescence, uHTS, HEK293 (AID 1566). inhibition, % at 4 µM; hits with a dose series show EC50 in µM. HEK293 NOD2/NF-kB luciferase reporter, luminescence; higher % means a stronger effect. 290,000 compounds, 0.63% hits; in the data active = inhibition above about 50%; note: many of its hits are not listed in these tables
# Dynein cargo inh cytoplasmic EGFP: also measured in Dynein cargo inh; calls as there; z-score; measured here: cytoplasmic GR-EGFP intensity; stronger effect = higher value
# Dynein cargo inh nuclear GR-EGFP: second read-out of Dynein cargo inh, no call of its own (marks repeat the call); z-score; measured here: nuclear GR-EGFP intensity;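 lower value marks the stronger effect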
# Dynein cargo inh cell count: further read-out of Dynein cargo inh, marked with its call; z-score; measured here: cell count per field
# Ins promoter up cell count: recorded beside Ins promoter up, whose call it bears; cell count; measured here: cytotoxicity, nuclei count;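 total cells summed across four imaged fields per well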
# bCat nuc transl cell count 5 µM: second read-out of bCat nuc transl, no call of its own (marks repeat the call); cell count; measured here: cell count, cytotoxicity flag
# MT stabilizer Hoechst-high %: also measured in MT stabilizer; calls as there; % Hoechst-high responders; measured here: nuclear condensation Hoechst responders;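 share of cells brighter than vehicle mean plus two SD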
# MT stabilizer cytotoxicity %: second read-out of MT stabilizer, no call of its own (marks repeat the call); toxicity, %; measured here: cytotoxicity by cell density;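 0% = mean cell density of plate MIN control wells and 100% = no cells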
# Autophagy HCS cell loss 18 h: second read-out of Autophagy HCS, no call of its own (marks repeat the call); toxicity, %; measured here: cell loss, nuclei count;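 cell loss after 18 h compound exposure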
# Active calls of the source: *; i = inactive; ? = inconclusive; / = not tested or not shown.
SMILES,bCat nuc transl,bCat nuc transl cell count 5 µM,P. falciparum M17LAP,Ins promoter up,Ins promoter up cell count,NOD1 inhibition,Autophagy HCS,Autophagy HCS cell loss 18 h,Dynein cargo inh,Dynein cargo inh cytoplasmic EGFP,Dynein cargo inh nuclear GR-EGFP,Dynein cargo inh cell count,MT stabilizer,MT stabilizer Hoechst-high %,MT stabilizer cytotoxicity %,Yfh1-off respiration,NOD2 inhibition
COc1ccccc1CNC(=O)C(=O)NCC1OCCN1C(=O)c1cccs1 (stereo not given),-2.3,1084,4.8%,-0.24,1455,-11.2%,i,-5.3,1.61,-0.132,1.08,-1.99,1.7,2.5,6.0,i,17.6%
O=C1N/C(=N\c2ccccn2)SC1Cc1ccc(Cl)cc1 (stereo not given),1.4,1537,2.1%,/,/,102.9%*,i,3.7,1.22,-0.121,0.625,-0.522,1.6,1.0,6.2,i,3.5%
Cn1c(=O)c2c(nc(NCc3ccccc3)n2CC(N)=O)n(C)c1=O,1.4,1233,-2.9%,-0.18,1090,-5.7%,/,/,-0.568,-0.778,-0.501,-0.299,/,/,/,i,-4.3%
CC1=NN(c2ccccc2)C(=O)/C1=C/C=C/c1ccc(N(C)C)cc1,0.1,1084,-16.4%,0.05,1380,-12.8%,i,-5.1,0.722,-0.182,0.00231,0.372,4.5,2.3,2.3,i,0.7%
CCNC(=O)CC1C(=O)N(c2ccc(F)cc2)C(=O)N1CCc1ccc(OC)cc1 (stereo not given),-1.4,1434,-0.2%,-0.61,1582,-28.4%,i,11.8,-0.00108,-0.323,-0.0879,0.0475,4.8,3.0,3.3,i,-9.3%
CCN(CC(=O)NCc1ccc(F)cc1)CC(=O)Nc1ccccc1-c1ccccc1,0.1,1038,-1.1%,0.19,1304,-25.2%,i,3.8,0.244,-0.214,-0.161,0.404,0.9,1.1,3.2,i,-8.4%
C/C(=N\NC(=O)Cc1cccc2ccccc12)c1ccncc1,/,/,-14.9%,-0.56,1348,0.8%,i,7.3,-0.509,-0.264,-0.405,1.44,1.5,2.7,0.9,i,11.4%
Cc1cc(C)nc(SCc2nnc(SCC(=O)Nc3ccccc3C)n2Cc2ccco2)n1,-3.5,833,17.7%,0.06,1047,-9.0%,i,-38.0,-1.07,-0.32,-0.53,0.816,2.3,2.2,7.0,i,26.2%
CC1CN(CCCCOc2ccc3ccccc3c2)CC(C)O1 (stereo not given),-1.3,1034,12.3%,-0.78,1382,-40.5%,i,7.1,-0.857,-0.26,-0.217,0.386,2.0,4.0,3.7,i,-23.4%
NC(=O)Nc1ccc(C(=O)OCC(=O)NC2CCCCC2)cc1,-1.8,1017,17.7%,-0.12,1269,-24.9%,i,5.2,1.35,-0.0423,0.318,-2.06,1.7,1.6,8.0,i,5.8%
CCOC(=O)CSc1nnc(-c2cccnc2)n1C,1.5,995,10.6%,-0.08,1660,-34.3%,i,-2.1,1.36,-0.268,0.973,-0.39,1.1,0.9,5.0,i,0.1%
CCNC(=O)/C(C#N)=C/c1c(N2CCN(Cc3ccc4c(c3)OCO4)CC2)nc2c(C)cccn2c1=O,-1.2,1067,41.7%,-0.91,1473,5.1%,i,14.0,0.438,-0.255,0.34,-0.0731,3.3,2.2,10.5,i,14.0%
COC(=O)c1ccc(NC(=O)Cn2nnc3ccccc32)cc1,/,/,8.0%,-0.03,1304,-26.6%,i,1.7,-0.167,-0.237,0.539,-0.286,3.6,1.3,6.8,i,-84.8%
Cc1ccc(NC(=O)CN2C(=O)S/C(=C\c3ccc(-c4cccc(C(=O)O)c4C)o3)C2=O)cc1C,-4.1,979,?,0.79,1632,-44.7%,i,-4.9,-0.131,-0.247,-0.654,1.06,3.5,2.5,0.2,i,1.0%
COc1ccc(CNC(=O)CS(=O)CC(=O)O)cc1OC (stereo not given),1.8,1048,-0.9%,0,1076,-12.7%,i,-0.6,0.0588,-0.295,0.36,-0.623,4.3,4.3,6.4,i,-2.9%
CC(/C=N/Nc1ccc2nncn2n1)=C\c1ccccc1,-0.7,1309,2.2%,-0.04,1058,-6.5%,/,/,-0.389,-0.14,0.163,0.111,/,/,/,i,15.5%
CCOc1cccc(/C=C/C(=O)O)c1,-1.6,1204,2.6%,0.91,1343,-11.6%,i,3.8,-0.366,-0.264,-0.0174,0.669,3.9,1.7,2.9,i,7.1%
CCOC(=O)c1cnn(-c2c(Cc3ccccc3)c(C)nc3c(-c4ccccc4)c(C)nn23)c1N,-3.3,1187,-1.5%,-0.12,664,-35.4%,i,5.3,-0.544,-0.241,-0.468,0.636,2.9,1.3,8.3,i,-19.2%
Cc1ccc(C(=O)Nc2nnc(-c3ccncc3)s2)o1,2.1,1081,0.4%,0.79,1285,-14.8%,i,2.5,0.793,-0.183,0.739,-0.199,6.2,1.5,9.9,i,-0.2%
CCC(C)(C)NC(=O)C(c1cccn1C)N(C(=O)Cn1nnc2ccccc21)c1ccc(F)cc1 (stereo not given),-2.9,1257,-4.5%,/,/,-24.2%,i,-4.1,0.829,-0.317,0.982,-0.649,4.9,2.6,11.1,i,9.4%
Cc1cc(C(=O)CN2C(=O)NC3(CCCc4ccccc43)C2=O)c(C)n1Cc1ccco1 (stereo not given),-0.5,974,9.3%,0.79,1297,-29.8%,i,30.2,0.429,-0.194,0.676,-0.573,1.5,1.8,5.7,i,-3.0%
Nc1c(C(=O)NCc2ccccc2)sc2nc3c(cc12)C(=O)CCC3,-2.0,1379,2.2%,-0.56,1553,-94.5%,i,-3.4,3.44,-0.182,-0.0893,-0.436,3.6,1.8,9.5,i,-42.3%
Cc1ccc2oc(-c3ccc(C)c(NC(=S)NC(=O)c4cccs4)c3)nc2c1,-0.4,1070,-13.2%,0.16,1545,-53.1%,i,1.5,0.895,-0.289,0.182,0.809,5.7,1.2,9.8,i,-125.9%
CCOC(=O)c1nnn2c1nc(Nc1cccc(C(F)(F)F)c1)c1ccccc12,-0.9,1348,5.8%,-1.04,1108,-10.7%,/,/,0.252,-0.264,0.54,0.0302,/,/,/,i,15.8%
CC(=O)c1sc(-c2c(C)nc3sccn23)nc1C1CCCC1,0.9,1160,/,-0.1,955,-1.0%,/,/,/,/,/,/,/,/,/,/,-38.2%

# (more compounds)
SMILES,bCat nuc transl,bCat nuc transl cell count 5 µM,P. falciparum M17LAP,Ins promoter up,Ins promoter up cell count,NOD1 inhibition,Autophagy HCS,Autophagy HCS cell loss 18 h,Dynein cargo inh,Dynein cargo inh cytoplasmic EGFP,Dynein cargo inh nuclear GR-EGFP,Dynein cargo inh cell count,MT stabilizer,MT stabilizer Hoechst-high %,MT stabilizer cytotoxicity %,Yfh1-off respiration,NOD2 inhibition
COc1ccc(CCN2C(=O)CC(Cc3cccc(C)c3)C2=O)cc1OC (stereo not given),-1.2,1419,21.2%,-0.18,1501,-16.8%,i,-3.0,1.1,-0.0268,0.591,-0.176,1.8,1.2,7.3,i,17.4%
Cc1nnc(NC(=O)C(C)Oc2ccc3c(C)cc(=O)oc3c2)s1 (stereo not given),/,/,0.6%,/,/,-26.1%,i,-1.4,0.524,-0.254,0.663,-0.88,2.7,2.1,4.7,i,-12.8%
CC(C)N(C(=O)CN1C(=O)C(=O)c2ccccc21)c1ccccc1,0.8,1551,6.6%,/,/,-34.4%,i,0.0,1.03,0.215,0.559,-0.644,1.3,0.8,10.4,i,18.0%
Cc1ccccc1Cn1cc(NC(=O)CCCn2nc([N+](=O)[O-])cc2C)cn1,-4.2,1059,3.2%,-0.9,1511,-24.2%,i,-1.6,-0.999,1.75,0.111,-0.319,2.4,2.3,1.3,i,16.8%
Cc1nnc(SCC(=O)OC2CC(C)CCC2C(C)C)[nH]c1=O (stereo not given),-12.9,1034,8.1%,/,/,4.8%,i,-9.0,-1.3,-0.519,-0.822,1.04,1.5,1.7,9.1,i,7.4%
N/C(=N\OC(=O)c1cccs1)c1cccc(Br)c1,0.7,1453,4.1%,-0.26,1497,-42.2%,i,15.7,0.0824,-0.322,0.342,0.614,6.3,2.6,9.8,i,-48.6%

# Three entries already listed, ordered by the number in Dynein cargo inh cytoplasmic EGFP, low to high.
structure	P. falciparum M17LAP	NOD1 inhibition	Dynein cargo inh	Dynein cargo inh cytoplasmic EGFP	Dynein cargo inh nuclear GR-EGFP	Dynein cargo inh cell count	MT stabilizer Hoechst-high %	NOD2 inhibition
Cc1nnc(SCC(=O)OC2CC(C)CCC2C(C)C)[nH]c1=O (stereo not given)	8.1%	4.8%	-1.3	-0.519	-0.822	1.04	1.7	7.4%
Cc1nnc(NC(=O)C(C)Oc2ccc3c(C)cc(=O)oc3c2)s1 (stereo not given)	0.6%	-26.1%	0.524	-0.254	0.663	-0.88	2.1	-12.8%
Cc1ccccc1Cn1cc(NC(=O)CCCn2nc([N+](=O)[O-])cc2C)cn1	3.2%	-24.2%	-0.999	1.75	0.111	-0.319	2.3	16.8%

# Quoted from the listing.
# CCNC(=O)CC1C(=O)N(c2ccc(F)cc2)C(=O)N1CCc1ccc(OC)cc1 (stereo not given) in Ins promoter up cell count is listed with 1582
# N/C(=N\OC(=O)c1cccs1)c1cccc(Br)c1 in bCat nuc transl cell count 5 µM is listed with 1453
# CC(=O)c1sc(-c2c(C)nc3sccn23)nc1C1CCCC1 in bCat nuc transl is listed with 0.9

# Not all compounds are listed; count on the stated rates, not on these rows.
